FXIa mix inh – FXIa protease inhibitors in compound pools, primary screen, biochemical, 10-compound mixtures; purified FXIa, fluorogenic substrate, pooled mixtures; inhibition, % at 5 µM; Coagulation factor XI (Homo sapiens), P03951; 0.19% of 62,000 active;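 also: each value is inhibition by a whole ten-compound pool holding the compound; 0% = enzyme with no mixture and 100% = wells lacking enzyme; strong numbers were not always called active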
CatS inh – inhibitors of human cathepsin S, biochemical, compound mixtures; inhibition, %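 (tested at 5 µM per compound within 10-compound mixtures)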; 0.06% of 62,000 active; P25774; recombinant cathepsin S, AMC dipeptide fluorescence, pooled mixtures; in the data active = inhibition above about 32%, passing the limit was not always enough; inconclusive = no clear call, values can overlap the other calls;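 also: 0% = enzyme without compound and 100% = blank without enzyme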
FXIIa mix inh – human factor XIIa inhibitors, primary screen, biochemical, pooled compound mixtures, fluorogenic substrate. Coagulation factor XII (Homo sapiens), P00748. purified FXIIa. inhibition, % at 5 µM. 0.2% of 62,000 active. AID 684, 2007;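 also: 0% = enzyme without compound and 100% = no enzyme blank; some results filed as inactive read as strong as hits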
Target sequence (P00748 20-372 limits assumed): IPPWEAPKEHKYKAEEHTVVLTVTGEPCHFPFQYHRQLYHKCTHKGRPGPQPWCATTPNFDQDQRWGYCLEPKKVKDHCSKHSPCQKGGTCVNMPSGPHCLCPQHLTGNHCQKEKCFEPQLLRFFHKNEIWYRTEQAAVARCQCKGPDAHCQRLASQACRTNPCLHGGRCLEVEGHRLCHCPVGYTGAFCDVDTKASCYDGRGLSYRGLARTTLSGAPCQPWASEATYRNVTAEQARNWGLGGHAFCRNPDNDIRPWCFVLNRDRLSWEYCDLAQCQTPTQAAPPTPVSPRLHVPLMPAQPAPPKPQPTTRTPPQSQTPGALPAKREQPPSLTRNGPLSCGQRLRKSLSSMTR
Target sequence (P00748 373-615 limits assumed): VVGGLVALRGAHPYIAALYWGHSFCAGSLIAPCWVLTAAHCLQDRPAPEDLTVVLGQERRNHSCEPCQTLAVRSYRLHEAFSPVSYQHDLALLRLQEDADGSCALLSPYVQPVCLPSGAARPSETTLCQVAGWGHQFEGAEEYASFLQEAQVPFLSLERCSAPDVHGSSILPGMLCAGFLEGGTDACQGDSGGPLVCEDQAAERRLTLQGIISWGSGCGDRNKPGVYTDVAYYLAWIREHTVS
CatL inh – inhibitors of human cathepsin L, biochemical; inhibition, %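 (tested at 10 µM)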; Procathepsin L (Homo sapiens), P07711; 0.17% of 58,000 active; purified cathepsin L, fluorogenic substrate, fluorescence; in the data active = inhibition above about 45%;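 also: 0% = enzyme with no compound and 100% = no enzyme blank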
C1s inh – complement C1s protease inhibitors, primary screen, biochemical, 10-compound mixtures | Complement C1s subcomponent (Homo sapiens), P09871 | purified C1s, fluorogenic AMC substrate, pooled mixtures | mean inhibition % of two 10-compound mixtures (stronger effect = higher value), % at 5 µM (by protocol) | 0.16% of 62,000 active;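 active = inhibition above 20% in each of the two 10-compound mixture wells holding the compound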;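 also: 0% = enzyme wells lacking compound mixture and 100% = no-enzyme blank wells; some compounds called inactive have numbers as strong as hits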
Cathepsin G inh – human cathepsin G inhibitors, primary screen, biochemical, pooled compound mixtures, AMC fluorescence | purified enzyme, AMC-tetrapeptide fluorescence | P08311 | 0.2% of 62,000 active | inhibition, % at 5 µM (by protocol) | AID 581, 2007;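 active = inhibition above 20% in each of the two mixture wells holding the compound; inactive = inhibition of 20% or less in either well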;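 also: 0% = enzyme control without mixture and 100% = blank lacking enzyme; strong numbers were not always called active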
Target sequence (P08311 21-244 limits assumed): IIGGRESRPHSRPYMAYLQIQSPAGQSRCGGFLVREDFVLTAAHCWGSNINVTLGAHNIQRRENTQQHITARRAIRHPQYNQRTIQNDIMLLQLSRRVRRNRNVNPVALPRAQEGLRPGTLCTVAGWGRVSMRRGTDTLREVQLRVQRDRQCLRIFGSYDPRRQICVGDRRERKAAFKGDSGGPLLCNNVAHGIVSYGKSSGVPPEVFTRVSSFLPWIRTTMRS
CatB mixtures – cathepsin B inhibitors from pooled compounds, primary screen, biochemical, compound mixtures, AMC fluorescence | 0.06% of 62,000 active | P07858 | Purified cathepsin B, AMC dipeptide fluorescence | inhibition, %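 (ten-compound pools at 5 µM per compound and 50 µM total)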; in the data active = inhibition above about 22%, passing the limit was not always enough; inconclusive = no clear call, values can overlap the other calls;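 also: 0% = enzyme without compound and 100% = no enzyme blank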
CatB block – human cathepsin B inhibitors, primary screen, biochemical, fluorogenic substrate; P07858; purified cathepsin B, fluorescence; inhibition, %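 (tested at 10 µM)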; 0.1% of 63,000 active; AID 453, 2006; in the data active = inhibition above about 21%;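 also: 0% = enzyme with no compound and 100% = no enzyme blank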
A340 absorber – compound light absorbance at 340 nm, profiling panel, artefact control, biochemical, MLSMR library, data from PS, PMK, MK assays; compound absorbance at 340 nm, fold over control; fold change at 10 µM; 65,000 tested, under 10 active;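 active = at 10 µM dose, initial 340 nm absorbance at least 2 fold that of control wells; inactive = change under 2 fold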;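 also: initial absorbance extrapolated from kinetic A340 decline of NADH oxidation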
* marks the source's active call; other numbers are inactive results; ? = inconclusive; nt = no result given. Rule as the data show it, unless noted: active = inhibition above about 20% (passing the limit was not always enough); inactive = the rest. This is a subset; rates above refer to the full screens.

SMILES	FXIa mix inh	CatS inh	FXIIa mix inh	CatL inh	C1s inh	Cathepsin G inh	CatB mixtures	CatB block	A340 absorber
O=C(O)C1C2C=CC(C2)C1C(=O)NCCc1cccc(Cl)c1 (stereo not given)	2	?	-2	-12	12	9	4	0	1.1
O=C(c1cccs1)n1cc(C(=S)N2CCOCC2)c2ccccc21	6	13	9	nt	13	10	-2	8	1
O=C(NCc1cccnc1)C(C(=O)c1ccc(F)cc1)n1ccccc1=O (stereo not given)	2	-3	3	-4	-4	6	-3	1	0.99
COCCCN1C(=O)C(=O)/C(=C(/O)c2ccccc2)C1c1ccc(N(C)C)cc1 (stereo not given)	5	-4	-10	-12	5	1	4	-4	1.1
CN1c2ccccc2C(C)(C)C12CCCC(=O)N2 (stereo not given)	-2	6	3	15	-17	4	-2	4	0.99
O=C(Cc1cn2ccsc2n1)OCc1ccccc1	5	10	9	1	-5	-1	-2	-3	0.98
Cc1nn2c(c1-c1ccccc1)NC1=C(C(=O)CCC1)C2c1cccnc1 (stereo not given)	6	-6	3	-31	-10	1	-8	-4	1.1
CCOC(=O)c1c(N)sc2c(O)c(Br)ccc12	7	-2	1	8	16	9	-1	nt	1
Cc1cccc(N(C)C(=O)CCS(=O)(=O)c2cccc3nonc23)c1	-1	16	-15	4	3	2	-4	-8	1
CSc1cc(/C=N/O)c(SC)s1	9	-5	8	4	0	1	7	-1	1
Cc1ccccc1Cn1c(=O)c2c(nc3n2CCN3Cc2ccco2)n(C)c1=O	5	-7	3	0	13	6	1	4	1
Cc1cc(C(=O)NCc2cccnc2)cs1	6	-3	3	0	34	-8	1	3	1.1
C=CCn1c(N)c(C(=O)OCC(C)C)c2nc3ccccc3nc21	-14	-17	6	-220	-122	-7	-5	0	1.1
O=C1CN(C(=O)c2ccccn2)c2ccccc2N1	11	-9	7	nt	-42	0	-3	-1	1.1
O=c1cc(CSc2ccc(S(=O)(=O)N3CCCCC3)cn2)nc2sccn12	0	0	13	11	-18	-6	0	0	1
O=C(CN(CCN1CCOCC1)C(=O)Cn1nnc(-c2ccc(F)cc2)n1)NC1CCCCC1	2	-2	2	0	13	11	4	3	1
CCOc1ccc(Nc2nc(Cc3nnc(SCC(N)=O)o3)cs2)cc1	7	18	9	-1	1	2	3	-6	1
COCCSc1ccccc1C(=O)Nc1ccncc1	-2	-1	3	-7	-10	4	2	-1	1
Cc1cn(C(=O)CN2C(=O)c3ccccc3C2=O)c(C)n1	3	0	10	3	-4	8	-3	0	1
N#CC1=C(N)N(c2ccccc2)C2=C(C(=O)CCC2)C1c1cccs1 (stereo not given)	2	10	3	6	-9	33	-1	1	1
Cc1nn(C)c(C)c1S(=O)(=O)N(CC(=O)NCCCOC(C)C)c1ccc(C(C)C)cc1	4	13	9	6	14	9	2	10	1
Cc1cc2ccccc2nc1SCC(=O)N1CCCC1	2	14	2	7	-31	-1	7	0	1
O=C(O)c1ccc(CN2CCCCC2)o1	4	-15	9	-2	1	1	7	-2	1
O=C1c2ccccc2C(Nc2cccnc2)N1Cc1ccc2c(c1)OCO2 (stereo not given)	-1	-1	0	1	9	8	4	3	1
Cc1ccc(C(O)c2nccn2C)o1 (stereo not given)	1	3	8	17	14	13	4	3	1
Cc1cccc(NC(=O)CSc2nnc(-c3ccncc3)n2C)c1	9	-5	-13	-4	16	19	7	0	0.97
Cc1ccc(-c2cc(C(=O)N3CCCC3)no2)cc1	1	-3	-5	1	-2	-1	7	1	0.99
Cc1ccc2c(CN3CCN(S(=O)(=O)c4ccc5c(c4)OCCO5)CC3)cc(=O)oc2c1C	7	2	-23	7	-5	2	-1	-3	1.1
CCOC(=O)CC(=O)Nc1nc2ccccc2s1	8	-5	1	-4	-6	8	4	1	1
CC(=O)N1CCc2cc(S(=O)(=O)NCCN3CCC(C)CC3)ccc21	0	0	2	-2	14	13	6	2	1.1
CCOC(=O)c1ccccc1NC(=O)c1ccccc1NS(C)(=O)=O	2	1	-22	15	15	12	5	0	1.1
CC1CCC2(CC1)NC(=O)N(Cc1nc(-c3ccccc3)no1)C2=O (stereo not given)	0	4	2	-38	-21	11	-6	-1	0.99
O=C1Cc2ccccc2C(=O)N1CCc1ccccc1	6	?	2	nt	-12	-2	9	3	1
OC(COCC1COc2ccccc2O1)CN1CCc2ccccc2C1 (stereo not given)	-2	9	12	9	-37	-1	-5	-7	1
Cn1c(-n2c(CCCN3C(=O)c4ccccc4C3=O)nc3ccccc3c2=O)nc2ccccc21	12	2	-5	-1	16	10	5	-2	1.1
CC1CCCCN1CCNC(=O)CC1Oc2ccccc2NC1=O (stereo not given)	5	4	-6	nt	-27	-1	5	-3	1
O=C(CSc1nc(N2CCCCC2)nc(N2CCCCC2)n1)N1CCN(c2ccccc2)CC1	3	13	0	14	5	2	-2	-1	1
CCC(CC)C(=O)NCCNC(=O)C(CC)CC	3	-4	-20	-4	1	-2	2	3	1
O=C(Nc1nc2ccccc2[nH]1)c1ccccc1F	8	2	-6	10	-3	-5	0	-2	1
Cc1cccc(OCCOCCSc2ncccn2)c1	10	-12	-26	3	-109	-10	-7	-7	1

Full records, looked up by structure. Order of values: FXIa mix inh, CatS inh, FXIIa mix inh, CatL inh, C1s inh, Cathepsin G inh, CatB mixtures, CatB block, A340 absorber
Cn1c(-n2c(CCCN3C(=O)c4ccccc4C3=O)nc3ccccc3c2=O)nc2ccccc21 is listed with 12, 2, -5, -1, 16, 10, 5, -2, 1.1
Cc1cccc(NC(=O)CSc2nnc(-c3ccncc3)n2C)c1 is listed with 9, -5, -13, -4, 16, 19, 7, 0, 0.97
CC(=O)N1CCc2cc(S(=O)(=O)NCCN3CCC(C)CC3)ccc21 is listed with 0, 0, 2, -2, 14, 13, 6, 2, 1.1
CC1CCC2(CC1)NC(=O)N(Cc1nc(-c3ccccc3)no1)C2=O (stereo not given) is listed with 0, 4, 2, -38, -21, 11, -6, -1, 0.99

Part of the list above in order of SMILES length, descending:
SMILES	FXIa mix inh	CatS inh	FXIIa mix inh	CatL inh	C1s inh	Cathepsin G inh	CatB mixtures	CatB block	A340 absorber
CC1CCC2(CC1)NC(=O)N(Cc1nc(-c3ccccc3)no1)C2=O (stereo not given)	0	4	2	-38	-21	11	-6	-1	0.99
Cc1ccc(-c2cc(C(=O)N3CCCC3)no2)cc1	1	-3	-5	1	-2	-1	7	1	0.99
CCOC(=O)CC(=O)Nc1nc2ccccc2s1	8	-5	1	-4	-6	8	4	1	1

Following part:
SMILES	FXIa mix inh	CatS inh	FXIIa mix inh	CatL inh	C1s inh	Cathepsin G inh	CatB mixtures	CatB block	A340 absorber
Cc1c(C(=O)NCc2cccnc2)oc2ccc(S(=O)(=O)N3CCCCCC3)cc12	12	6	-15	-1	-26	-1	7	-4	1
COCCn1nnnc1C(C(C)C)N1CCC(Cc2ccccc2)CC1 (stereo not given)	7	2	-3	2	13	8	3	0	1
CCCCCn1c(NC2CCCCC2)nc2c1c(=O)[nH]c(=O)n2C	-4	-7	-1	-6	0	-3	-1	0	1
CC/C(O)=C(/C#N)c1nnc2n1CCCCC2	-11	8	12	1	-25	-49	0	4	0.99
O=C(CCCc1c[nH]c2ccccc12)N1CCN(S(=O)(=O)c2cccs2)CC1	10	16	-2	24	-16	4	3	7	1
O=C(NC1(C(F)(F)F)C(=O)Nc2c1c(=O)[nH]c(=O)n2Cc1ccco1)C1CC1 (stereo not given)	4	-13	-15	2	12	9	1	2	0.99
CC1CN(C(=O)C(C)Sc2nc3ccccc3s2)CC(C)O1 (stereo not given)	0	9	6	8	-8	6	5	5	0.99
CCC(=O)Nc1ccccc1N1CCN(S(C)(=O)=O)CC1	-7	-7	-16	-4	-23	0	7	-5	1
Cc1ccccc1CSc1nnc(-c2ccccn2)n1N	-5	10	-4	15	-2	11	4	2	1
Cc1ccc(C)c(N2CCN(C(=O)c3cc4sccc4n3C)CC2)c1	-6	-6	5	16	-31	5	-1	-1	0.98
COc1cc(CNc2ccc(C)c(C)c2)cc(OC)c1OC	9	-2	1	-5	4	2	7	-1	1.1
Cc1cc(NC(=O)c2cccc(S(=O)(=O)N3CCOCC3)c2)c2ccccc2n1	9	-13	10	nt	11	7	3	4	1.1
COc1ccc(OC)c(NS(=O)(=O)c2ccc(NC(=O)C3COc4ccccc4O3)cc2)c1 (stereo not given)	6	-5	13	nt	-2	-2	2	1	1
Cc1cccn2cc(CNC(=O)C3CCCCC3)nc12	13	6	4	17	-72	-2	4	-4	1
COc1cc2[nH]c(=S)n(Cc3ccc(C)o3)c(=O)c2cc1OC	8	-15	4	-6	5	-1	4	-6	1.1
CN(c1ccccc1C(=O)Nc1cccnc1)S(C)(=O)=O	12	-1	4	0	0	-1	-3	1	1
O=C(Nc1ccccc1)c1ccc(S(=O)(=O)NCc2ccco2)cc1	6	-1	7	nt	8	-4	-2	nt	1
CC(C)(C)N(C=C(Cl)Cl)C(=O)NC1CCCCC1	0	12	-7	10	-40	-1	2	6	1.1
COc1ccccc1N1CCN(C/C(O)=C(\C#N)c2nc(-c3ccccc3)cs2)CC1	3	17	2	11	-45	-5	8	9	1.1
c1ccc(CSc2nnnn2-c2cccc3ccccc23)nc1	-7	9	1	11	0	20	-1	5	1.1
COC(=O)N1CC(c2ccccc2)CC1=O (stereo not given)	13	8	1	11	9	8	6	-2	1
c1ccc2sc(N3CCN(Cc4nnnn4CC4CCCO4)CC3)nc2c1 (stereo not given)	8	17	-17	13	-13	-5	3	5	0.97
Cn1c(CN2CCCC2)nc2cc(NC(=O)Nc3ccccc3)ccc21	1	-1	5	10	1	9	-8	2	1.1
O=C(CCN1C(=O)COc2ccccc21)NCCCN1CCN(c2ccccc2F)CC1	7	14	-6	4	-1	3	1	1	0.97
CCOC(=O)CCSCC(=O)Nc1cc(C)on1	4	-7	16	-8	-17	-2	-3	-4	1.1
c1ccc2c(c1)nc1n2CCS1	10	9	3	16	-10	4	-2	1	1.1
CCC1(CC)C(=O)N=C2c3ccccc3C(=O)N21	4	-2	2	nt	2	6	-3	0	1
